sdo1 growth: compounds rescuing growth of sdo1-depleted yeast, bone marrow failure model | S. cerevisiae sdo1-depleted JHY4D growth rescue, OD600 30 h; stronger effect = higher value; pdr5 snq2 efflux-pump mutant strain | z-score at 10 µM | actives 0.21% (n = 140,000);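 active = z-score above 3 at both the 24 hr and the 30 hr optical density reads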;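 also: z-score against mean and SD of all compound wells on the same plate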
Insulin prom inh: TRM-6 insulin promoter activity inhibition. TRM-6 cells (human fetal islet line), insulin promoter-eGFP reporter, imaging; reporter expression induced with tamoxifen. inhibition, % at 2 µM. actives 0.9% (n = 130,000);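 active = inhibition above the mean plus 3 SD, with well images judged a real hit on visual review, cut at about 60% in these data, passing the limit was not always enough; inconclusive = inhibition over the cutoff but images rejected on review; inactive = inhibition not above the cutoff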
sdo1 growth Rescue 24 h: also measured in sdo1 growth; calls as there; z-score; S. cerevisiae sdo1-depleted JHY4D growth rescue, OD600; measured here: growth rescue at 24 h;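 0 is the plate mean of compound wells and units are plate SD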
* hit, by the source's call; u = inconclusive; x = no result given; [ ] = dose if it differs, or a comment. Rows were taken by chance; about 0.91% have a hit in one of these screens.

SMILES	sdo1 growth	sdo1 growth Rescue 24 h	Insulin prom inh
CC(=O)Nc1sc2c(c1C(N)=O)CCCC2	0.37	-0.31	16
O=C(Nc1ccccc1C(=O)N1CCCC1)c1ccccc1	0.04	-0.01	-54
CN(C)C(=O)CNC(=O)C1CCCCC1	0.41	1.4	-38
Cc1cc(=O)oc2cc(OCC(=O)NCCc3nc4ccccc4[nH]3)ccc12	0.86	1.1	x
CC(C)(C)N(C(=O)Cn1nnc(-c2ccc(F)cc2)n1)C(C(=O)NC1CCCC1)c1ccncc1 (stereo not given)	0.25	0.57	-132
Cc1cc(-c2ccccc2N)n[nH]1	0.36	0.32	3
O=c1cc(CSc2ccccn2)[nH]c(=O)[nH]1	-0.1	-0.27	-9
COC(=O)c1[nH]c2cc(OC)ccc2c1NC(=O)CCN1CCN(c2ccccc2)CC1	0.15	-0.11	-66
COC(=O)c1cn(Nc2ncc(C(F)(F)F)cc2Cl)c(=O)c2ccccc12	0.26	0.57	44
CCOc1ncccc1C(=O)Oc1ccc2c(c1)OCO2	-0.2	-0.25	36
Cc1nc(C)c(-c2csc(Nc3cccc(O)c3)n2)s1	x	x	-32
C=CCN1CCN(C(c2ccc(Cl)cc2)c2nnnn2CCc2ccc(OC)c(OC)c2)CC1 (stereo not given)	0.67	1.2	-57
O=C(Nc1cccc(S(=O)(=O)N2CCCCC2)c1)c1cnccn1	x	x	36
O=C(NC(=S)Nc1ccc(N2CCCCC2)c(Cl)c1)c1ccc2c(c1)OCCO2	-1.2	-0.69	x
Nc1c(C(=O)Nc2ccccc2)sc2nc(-c3ccco3)ccc12	-1.4	-0.97	80*
Cc1cc(=O)oc2ccc(OCC(=O)NCc3ccco3)cc12	-0.31	0.84	-36
COc1ccc(CSc2nnnn2C)cc1[N+](=O)[O-]	0.26	-0.51	x
COCCNC(=S)N/N=C(\C)c1ccc2cc(OC)ccc2c1	0.34	0.78	-7
Clc1ccccc1CSc1nnc(-c2ccco2)c(-c2ccco2)n1	-0.67	-0.48	x
CN(C)C(=O)c1cc(S(=O)(=O)N(C)C)c(Cl)cc1N1CCCC1	0.57	-0.38	-184
C#CCNc1nc(CC)nc2c1nnn2Cc1ccccc1F	-0.99	-1.1	64
CC1Cc2ccccc2N1S(=O)(=O)c1cccc(C(=O)NC2CC2)c1 (stereo not given)	0.39	0.32	30
CN(C)CCCNC(=O)c1ccccn1	0.82	0.76	31
CCSC1=C(C#N)C(c2cccc(OC)c2)CC(=O)N1 (stereo not given)	0.94	0.83	-47
O=C(COC(=O)C1CC2C=CC1C2)Nc1ccccc1F (stereo not given)	x	x	6
Cc1noc(/C=C/N(C)C)c1S(=O)(=O)N1CCCC(C(=O)N2CCCCC2)C1 (stereo not given)	-0.58	-1.1	x
O=C(COC(=O)Cc1ccc(Cl)cc1)Nc1ccccc1-c1ccccc1	-1.2	-1.6	x
O=C(CCn1nnc2ccccc21)Nc1nnc(COc2ccc(F)cc2)s1	-0.96	-0.15	x
CN(C)S(=O)(=O)c1ccc(C(=O)OCC(=O)Nc2sc3c(c2C#N)CCCCC3)cc1	-0.69	0.7	50
O=C(CCSc1ccccc1)NCCSCc1ccco1	-0.25	-0.7	x
CCc1nnc(NS(=O)(=O)c2ccc(NC(=O)/C=C/c3ccc(F)cc3)cc2)s1	x	x	-275
N#CC1=C(N)Oc2n[nH]c(-c3ccccc3)c2C1c1cccc(OC(=O)N2CCOCC2)c1 (stereo not given)	0.26	-0.01	-17
COCCCNC(=O)CNC(=O)c1cn(-c2ccccc2OC)c(=O)c2ccccc12	x	x	0
CCC(=O)Nc1c(C)ccc2nsnc12	0.56	0.37	47
COc1ccc(CCNC(=O)C(=O)Nc2ccc3c(c2)OCO3)cc1OC	x	x	-29
Cc1ccc(Cl)cc1NC(=O)C1CCCCC1C(=O)O (stereo not given)	x	x	-58

Complete entries from above. Values in the order: sdo1 growth	sdo1 growth Rescue 24 h	Insulin prom inh
Results for Cc1nc(C)c(-c2csc(Nc3cccc(O)c3)n2)s1 : x	x	-32
Results for O=c1cc(CSc2ccccn2)[nH]c(=O)[nH]1 : -0.1	-0.27	-9
Results for COCCNC(=S)N/N=C(\C)c1ccc2cc(OC)ccc2c1 : 0.34	0.78	-7
Results for CCSC1=C(C#N)C(c2cccc(OC)c2)CC(=O)N1 (stereo not given) : 0.94	0.83	-47

Following part.
SMILES	sdo1 growth	sdo1 growth Rescue 24 h	Insulin prom inh
Cc1cc(/C=N/n2cnnc2)c(C)n1-c1ccc(OCc2ccccc2F)cc1	-1.6	-0.7	6
CCCCn1c(N)c(NCCC)c(=O)[nH]c1=O	-0.45	-1	9
Cc1nnc(NC(=O)CSc2nnc(C)n2Cc2ccccc2)s1	1.1	1.3	0
c1ccc2c(N3CCOCC3)nc(-c3ccncc3)nc2c1	-0.66	-0.95	24
O=[N+]([O-])c1ccccc1OCCOCCOc1cccc2cccnc12	0.05	-0.15	7
Cc1ccc2c(c1)C(c1ccccc1)N(C(=O)c1ccc(S(=O)(=O)N3CCOCC3)cc1)CC(=O)N2 (stereo not given)	1	0.86	14
CCCCCOCC1CC(C/C(C)=N/NC(N)=S)C(=O)O1 (stereo not given)	0.88	0.87	21
N#CC(C(=O)Nc1ccc(Cl)c(Cl)c1)=C1Nc2ccccc2N1	-0.69	0.2	39
Cc1ccc2c(C)nc(Nc3nc(CSc4nnnn4-c4ccccc4)cc(=O)[nH]3)nc2c1	-0.25	-0.45	-15
Cc1nn(C)cc1CNC(=O)c1cnn2c1NC(c1ccc(Br)cc1)CC2C(F)(F)F (stereo not given)	0.62	1	19
Cc1ccc(CN2CCN(CC(=O)NC(C)c3ccc4c(c3)OCCO4)C2=O)cc1 (stereo not given)	-0.08	-0.39	x
COc1ccc(C(=O)NC2CCN(C(=S)Nc3ccc(C)c(C)c3)CC2)cc1	0.81	0.12	20
CC(C)OCCCNS(=O)(=O)c1ccc2ccccc2c1	-0.26	-0.77	7
Nc1c(Cl)ncnc1N1CCOCC1	0.3	-0.67	-79
Cc1ccc(C)c(C(=O)CSc2n[nH]c(C)n2)c1	0.13	-1	x
Cc1cccc(-n2c(N)cc(=O)nc2SC(C)C(=O)NC2CCCCC2)c1 (stereo not given)	1.7	1	36
COC(=O)c1ccc(NC(=S)NC2CC(C)(C)NC(C)(C)C2)cc1	0.03	-0.47	31
COC(=O)c1c(-c2ccc(C)cc2)csc1NC(=S)NC(=O)c1cc(OC)cc(OC)c1	-0.15	0.48	x
CC(C)C1Oc2ccccc2N(CC(=O)N(Cc2ccccn2)CC2CCCO2)C1=O (stereo not given)	-0.5	-0.32	x
CC(=O)N1C(O)CC(C)N1c1ccccc1 (stereo not given)	0.31	-0.32	15
Cc1ccc(NC(=O)CN2C(=O)S/C(=C\c3ccc(-c4cccc(C(=O)O)c4C)o3)C2=O)cc1C	x	x	67
Cc1ccc(N2C(=O)C(NC(=O)c3ccccc3F)(C(F)(F)F)C3=C2CC(C)(C)CC3=O)cc1 (stereo not given)	-0.84	-1.2	29
CSc1nc2ccc(NC(=O)c3cc4ccccc4o3)cc2s1	-0.46	0.07	x
Nc1c(C(=O)c2ccccc2)sc2snc(SCC(=O)c3ccccc3)c12	0.38	1.7	-36
O=C(COC(=O)c1ccc(Sc2ccccc2)c([N+](=O)[O-])c1)NC1CCS(=O)(=O)C1 (stereo not given)	0.28	-0.62	-7
Cc1cc(C)nc(/N=C(\N)C2=C(O)CC(C)(C)CC2=O)n1	-0.19	-0.21	-12
CC1(C)CC(=O)C=C(NCc2ccc(Cl)c(Cl)c2)C1	-0.48	-1.1	x
CCOc1ccccc1NC(=O)CN(C)S(=O)(=O)c1ccc(OC)c(C)c1	-1.1	-0.79	3
Cc1cccc(C)c1NC(=S)N(c1ccccc1)C(C)C	1.7	2	x
O=C(Nc1cccnc1)NC1CCCCC1	x	x	40
O=C(O)c1ccc2c(c1)C(=O)N(C(Cc1ccc(O)cc1)C(=O)O)C2=O (stereo not given)	0.69	-0.01	u
Cc1cccc(C(=O)NNC(=O)C(=O)NC(C)(C)C)c1	0.17	-0.3	-16
O=C(O)c1c2c(nc3ccc(F)cc13)CCC2	1.4	1.8	62
COc1cc2nc(-c3ccccc3)nc(N3CCCC3)c2cc1OC	-0.58	-0.18	43
NS(=O)(=O)c1ccc(NC(CNS(=O)(=O)c2ccccc2)c2ccccc2)cc1 (stereo not given)	x	x	-107
COc1ccc(/C=C/C(=O)c2oc3ccc(F)cc3c2C)cc1	-0.34	0.55	-6
O=C(NCc1cccs1)c1nc2c(nnn2Cc2ccccc2Cl)c(=O)[nH]1	0.04	-0.89	-7
Cc1cc(N2CCN(C(=O)c3ccco3)CC2)n2nc(C)c(-c3ccccc3)c2n1	-1.8	-1.1	-13
COCCNS(=O)(=O)c1ccccc1	-0.02	-0.31	-34
COCCNC(=S)N1CCC(c2nc(-c3ccc(F)cc3)no2)CC1	x	x	25
COc1cc(NC(=O)CCNS(=O)(=O)c2ccc3c(c2)CCC(=O)N3)cc(OC)c1	-0.51	0	-11
CN(CCO)C1=NS(=O)(=O)c2cc([N+](=O)[O-])ccc21	x	x	-8
CC(C)(C)C1(c2ccccc2)NC(=O)N(CC(=O)N2CCOCC2)C1=O (stereo not given)	0.36	-0.26	50
Cc1ccccc1Cn1c(=N)n(CC(O)c2ccco2)c2ccccc21 (stereo not given)	0.4	-0.37	x
C#CCN(N(C)c1ncc(C(F)(F)F)cc1Cl)S(=O)(=O)c1ccc2ccccc2c1	-0.4	1.3	25
CCOc1cc(C)c(Cl)cc1S(=O)(=O)N(C)C	0.66	0.3	18
CCCOc1ccc(C(O)(CCC)CCN2CCCCC2)cc1 (stereo not given)	0.81	0.03	-8
O=C1C(Cc2c[nH]c3ccccc23)NC(=S)N1C1CCCCC1 (stereo not given)	x	x	-29
CCOC(=O)c1c(-c2ccco2)csc1N	0.56	0.61	x
Cc1ccc(-c2ccc(/C=N/O)o2)cc1[N+](=O)[O-]	x	x	29
CCOc1ccc2nc(N3CCC(C(=O)N4CCN(c5ccccn5)CC4)CC3)sc2c1	-1.6	-1.3	-10
COc1cc(CN2CCN(c3ccccc3F)CC2)c([N+](=O)[O-])cc1OC	-0.02	-0.56	53
Cc1ccc(OCCn2c(NC(=O)c3ccco3)nc3ccccc32)cc1	-1.6	-1.1	x
O=C(C1CC1)n1cc(C(=S)N2CCOCC2)c2ccccc21	-0.5	-1.1	x
CSCCC(C(=O)OCC(=O)c1ccc(C)c(C)c1)N1C(=O)c2cc(Cl)c(Cl)cc2C1=O (stereo not given)	0.85	1.6	-13
O=C(C1CC(c2ccc(F)cc2)=NO1)N1CCN(c2ccccc2)CC1 (stereo not given)	0.66	0.58	x
Cc1cc(C)c(C#N)c(SCc2ccc3c(c2)OCO3)n1	-0.4	0.17	26
O=C(c1ccc(S(=O)(=O)c2cccc(Cl)c2)c([N+](=O)[O-])c1)N1CCN(Cc2ccccc2)CC1	-1.9	-1.3	3
O=C(NC1CCCCCC1)C1CCCN(S(=O)(=O)c2cccs2)C1 (stereo not given)	-0.2	-0.68	3
Cc1ccccc1Nc1nnc(C)c(=O)n1N	0.76	0.87	x

Shown with each value named: 3 of the compounds above.
CCSC1=C(C#N)C(c2cccc(OC)c2)CC(=O)N1 (stereo not given)
  sdo1 growth = 0.94; sdo1 growth Rescue 24 h = 0.83; Insulin prom inh = -47

CCOc1ccccc1NC(=O)CN(C)S(=O)(=O)c1ccc(OC)c(C)c1
  sdo1 growth = -1.1; sdo1 growth Rescue 24 h = -0.79; Insulin prom inh = 3

O=C(c1ccc(S(=O)(=O)c2cccc(Cl)c2)c([N+](=O)[O-])c1)N1CCN(Cc2ccccc2)CC1
  sdo1 growth = -1.9; sdo1 growth Rescue 24 h = -1.3; Insulin prom inh = 3

(more compounds)
SMILES	sdo1 growth	sdo1 growth Rescue 24 h	Insulin prom inh
Cc1ccc(NC(=O)C(=O)c2cn(CC(=O)N3CCCCC3)c3ccccc23)cc1	-0.19	-0.34	x
Cc1cc(N2CCCC2=O)ccc1S(=O)(=O)N1CCOCC1	x	x	39
CCc1nc2ccccc2c(C(=O)OCC(=O)Nc2cccc(S(=O)(=O)N3CCOCC3)c2)c1C	0.3	-0.17	33
Cn1c(=O)cc(OCCCC(=O)N2CCCCC2)c2ccccc21	0.25	0.38	-3
Cc1cc(C(=O)N/N=C/c2cc(Br)ccc2OC(=O)c2ccccc2)n[nH]1	1.1	1.6	42
COc1ccc(C(=O)Nc2ccc3[nH]c(-c4cccc(OC)c4)cc(=O)c3c2)cc1	-0.46	0.4	-95
O=C(Cc1cccs1)Nc1nnc(SCC(=O)N2CCCCC2)s1	1.1	1.1	-38
CCN(CC)CCCN(C(C)=O)c1nc(-c2cc(OC)ccc2OC)cs1	0.35	-0.06	-42
COc1cc(CNCCCO)ccc1OCC(=O)NC(C)(C)C	x	x	62
O=C(c1csc2ccccc12)N1CCN(c2ccc(Cl)c(Cl)c2)CC1	-1.2	-0.53	40
COc1ccc(-c2nnc3sc(-c4ccco4)nn23)cc1OC	0.72	0.41	x
O=C(c1ccccc1S(=O)(=O)NCc1ccccc1)N1CCCCC1	1	0.53	x
CSCCC(NS(=O)(=O)c1ccc(Cl)cc1)C(=O)OCC(=O)N1CCOCC1 (stereo not given)	-0.24[8.4 µM]	-0.84	33

5 entries drawn at random from those above:
SMILES	sdo1 growth	sdo1 growth Rescue 24 h	Insulin prom inh
Cc1cc(N2CCCC2=O)ccc1S(=O)(=O)N1CCOCC1	x	x	39
O=C(c1ccccc1S(=O)(=O)NCc1ccccc1)N1CCCCC1	1	0.53	x
CCc1nc2ccccc2c(C(=O)OCC(=O)Nc2cccc(S(=O)(=O)N3CCOCC3)c2)c1C	0.3	-0.17	33
COc1cc(CNCCCO)ccc1OCC(=O)NC(C)(C)C	x	x	62
COc1ccc(C(=O)Nc2ccc3[nH]c(-c4cccc(OC)c4)cc(=O)c3c2)cc1	-0.46	0.4	-95
